CHT allo act: CHT positive allosteric modulators, primary screen, cell-based, membrane potential dye, choline EC20; High affinity choline transporter 1 (Homo sapiens), Q9GZV3; CHT-expressing cells; hits give high values; LV-AA mutant CHT in HEK293 cells; hit rate 0.49% among 310,000; B-score at 10 µM;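 active means initial fluorescence not abnormally high and integrated response B-score, plate-corrected, over 3 SD above library mean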
Target sequence (Q9GZV3 whole entry, looked up): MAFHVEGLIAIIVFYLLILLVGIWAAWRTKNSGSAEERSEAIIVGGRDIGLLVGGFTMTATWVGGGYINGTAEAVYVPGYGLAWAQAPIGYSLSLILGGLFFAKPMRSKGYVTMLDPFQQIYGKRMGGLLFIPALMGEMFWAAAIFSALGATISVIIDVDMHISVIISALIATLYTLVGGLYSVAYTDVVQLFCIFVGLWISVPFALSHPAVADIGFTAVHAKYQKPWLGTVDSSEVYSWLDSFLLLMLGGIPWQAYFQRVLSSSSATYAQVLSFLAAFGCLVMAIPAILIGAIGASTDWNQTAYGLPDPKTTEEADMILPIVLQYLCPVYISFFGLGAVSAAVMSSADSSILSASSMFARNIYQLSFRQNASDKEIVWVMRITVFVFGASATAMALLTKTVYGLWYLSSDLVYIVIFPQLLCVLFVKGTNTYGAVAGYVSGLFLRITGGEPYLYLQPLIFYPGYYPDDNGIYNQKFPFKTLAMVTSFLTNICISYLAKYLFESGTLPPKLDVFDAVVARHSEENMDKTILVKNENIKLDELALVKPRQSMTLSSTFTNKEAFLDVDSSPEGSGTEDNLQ
CHT inh: inhibitors of human choline transporter CHT; hit rate 0.86% among 310,000; High affinity choline transporter 1 (Homo sapiens), Q9GZV3; B-score at 10 µM; CHT-expressing cells, membrane potential dye, choline response; hits give low values;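 active means B-score over 3 SD under the library average, and starting fluorescence ratio not unusually high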;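 further: choline stimulus applied at its EC90 after an EC20 pre-addition; B-score computed on integrated fluorescence ratio after choline addition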
Active calls of the source: *; i = inactive.

SMILES | CHT allo act | CHT inh
O=C(CCc1cn2ccccc2n1)NC1CCCc2c1cnn2-c1ccccc1F (configuration not stated) | i | i
Cc1cc(C)c(S(=O)(=O)c2ccccc2C)c(OCCO)n1 | i | i
O=C(Nc1ccc2c(c1)OCO2)c1ccc(NC2CC2)c([N+](=O)[O-])c1 | i | i
CCOC(=O)c1cc2c(=O)c3ccccc3oc2nc1C | i | i
Cn1c(Cc2cccs2)nnc1SCC(=O)N1CCCc2ccccc21 | i | i
Cc1ccc(Cl)cc1NC(=O)C(NS(=O)(=O)c1cccs1)c1ccccc1 (configuration not stated) | i | i
C/C(=N\NC(=O)c1ccc(CSc2nncn2C)cc1)c1cccs1 | i | i
Cc1ccccc1NC(=O)/C=C/c1ccc([N+](=O)[O-])s1 | i | i
Cc1ccc(CN2CC(C(=O)Nc3cccc(S(=O)(=O)N4CCCCC4)c3)CC2=O)cc1 (configuration not stated) | i | i
Cc1ccc(CNC(=O)C2CCN(S(=O)(=O)N3CCOCC3)CC2)cc1 | i | i
COc1ccc(C(CNC(=O)C(=O)NC2CCCCC2)N2CCN(C)CC2)cc1 (configuration not stated) | i | i
CC(=O)Nc1cccc(-c2cn3ccc(C)cc3n2)c1 | i | i
O=C(CSCc1cccc(Br)c1)N=Nc1c(O)[nH]c2ccccc12 | i | i
CN=C(C)/C(C(=O)OC)=C(/O)c1ccccc1F | i | i
O=C(O)CN1C(=O)NC2NC(=O)NC21 (configuration not stated) | i | i
Cc1onc(-c2c(Cl)cccc2Cl)c1C(N)=S | i | i
COc1cc(C(=O)Nc2ccc(NC(C)=O)cc2)ccc1OCc1ccccc1 | i | i
CC(=O)Nc1ccc(NC(=O)[C@@H](NC(=O)c2cccc(C)c2)C(C)C)cc1 | i | i
CC1(C)C=Cc2c(c3c(c4c(=O)c(-c5ccc(O)cc5)coc24)OC(C)(C)CC3)O1 | i | i
Cc1ccccc1-n1nc(C(=O)c2cccs2)cc(-c2nc3ccccc3[nH]2)c1=N | i | i
CC(C)(C)NC(=O)Cn1c(Cl)nc2ccccc21 | i | i
CCn1ncc(CNC(=O)c2cccc([N+](=O)[O-])c2)c1C | i | i
Cc1ccc(N/N=C(\C#N)C(=N)N2CCCCCC2)cc1 | i | i
O=C(O)/C=C/c1ccc([N+](=O)[O-])o1 | i | i
O=C(Nc1ncc(Cc2ccc(SC(F)F)cc2)s1)c1ccccc1 | i | i
CC(C)NC(=S)N1CCN(C/C=C/c2ccccc2)CC1 | i | i
Cc1ccc2c(c1)NC(=O)C(CC(=O)NCCCN1CCc3ccccc3C1)O2 (configuration not stated) | i | i
c1ccc(COc2ccc(CNCc3cccs3)cc2)cc1 | i | i
NC(=S)N/N=C\c1ccc(-c2cccc(Cl)c2Cl)o1 | i | i
COc1ccc(S(=O)(=O)NCc2ccccn2)cc1NC(=O)c1ccccc1F | i | i
O=C(c1ccc(S(=O)(=O)N2CCOCC2)cc1)N1CCN(c2ccccn2)CC1 | i | i
O=C(CN1CCc2ccccc21)NCc1ccc2c(c1)OCO2 | i | i
Cc1ccc(OC(=O)C2c3ccccc3Oc3ccccc32)cc1C | i | i
Cc1coc2cc3oc(=O)c4c(c3cc12)CCC4 | i | i
Cc1ccc(S(=O)(=O)N[C@H](C(=O)N2CCC(C(=O)N[C@@H](CCC(N)=O)C(=O)O)CC2)C(C)C)cc1 | i | i
Cc1cc(NCc2ccccn2)n2ncc(-c3ccccc3)c2n1 | i | i
O=C(NC1CCCC1)C(c1ccsc1)N(Cc1ccccc1)C(=O)Cc1cccs1 (configuration not stated) | 6.9* | i
CCS(=O)(=O)c1ccc2oc(SCC(=O)NCCc3ccc(OC)cc3)nc2c1 | i | i
Cc1cccc(C)c1NC(=O)COc1cccc(/C=N/NC(=O)C(=O)NCc2ccccc2)c1 | i | i
O=C(NCc1ccco1)Nc1cccs1 | i | i
CCc1cccc(NC(=O)C2CCN(S(=O)(=O)c3ccc4c(c3)NC(=O)CO4)CC2)c1 | i | i
Cc1ccc(-n2c(C)csc2=N)cc1 | i | i
O=C(CCc1ccccc1Cl)Nc1ccc(S(=O)(=O)N2CCOCC2)cc1 | i | i
Cc1onc(-c2ccccc2Cl)c1C(=O)OCC(=O)c1c(N)n(C)c(=O)n(C)c1=O | i | i
Cc1cc(C(=O)NC2CCCc3c2cnn3-c2ccc(C(C)(C)C)cc2)nn1C (configuration not stated) | i | i
CC(C)(C)n1ncc2c(=O)n(CC(=O)N3CCCc4ccccc43)cnc21 | i | i
O=C(CCCN1C(=O)/C(=C/c2ccccc2)SC1=S)Nc1ccc(C(=O)O)c(O)c1 | i | i
Cc1noc(C)c1C(=O)OCC(=O)N(C)C1CCS(=O)(=O)C1 (configuration not stated) | i | i
CCCCCN(C(=O)CCC(=O)OCc1ccccc1F)c1c(N)n(CCCC)c(=O)[nH]c1=O | i | i
COc1ccc(CN=C(N)N=C(N)N)cc1Cl | i | i
COc1ccc(Nc2nc(C)c(-c3ccccc3)s2)cc1 | i | -8.5*
c1csc(-c2nnc3ccccn23)c1 | i | i
C=CCOC(=O)C1=C(C)NC(=O)NC1c1ccc(OCC)cc1 (configuration not stated) | i | i
Cc1ccc2c(c1)N(C)/C(=C/c1cccc[n+]1C)S2 | i | i
Cc1nn2c(COc3ccc(NC(=O)c4ccccc4Cl)cc3)nnc2c2ccccc12 | i | i
Cc1sc2nc(CN3CCOCC3)[nH]c(=S)c2c1C | i | i
COC(=O)CCCC(=O)N1CCC(CCC(=O)NC2CC2)CC1 | i | i
Cc1ccc2nc(C)c3c(c2c1)SCC3 | i | i
CCCNC(=O)c1c(NC(=O)C2COc3ccccc3O2)sc2c1CCCC2 (configuration not stated) | i | i
CCOC(=O)N1CCN(C(=O)c2ccc(NS(=O)(=O)c3ccc(C)cc3)cc2)CC1 | i | i

The list continues.
SMILES | CHT allo act | CHT inh
O=C(OCC(=O)N(CCc1ccccc1)Cc1ccccc1)c1cc(S(=O)(=O)N2CCOCC2)ccc1F | i | i
COc1ccccc1NC(=S)N(Cc1ccccc1)Cc1cccnc1 | i | i
O=C(NCc1nc(-c2ccc(C(F)(F)F)cc2)no1)Nc1cc(Cl)cc(Cl)c1 | i | i
COc1ccc(C2(c3ccc(OC)cc3)NC(=O)N(CC(=O)N(C)c3ccccc3)C2=O)cc1 | i | i
N#C/C(=N\Nc1cccc([N+](=O)[O-])c1)C(=O)c1ccc(Br)cc1 | i | -10*
O=C(CSc1nnc(NC(=O)c2ccco2)s1)Nc1ccc(F)cc1F | i | i
O=C(NCc1ccccc1F)c1ccc2c(c1)OCO2 | i | i
Cc1no[n+]([O-])c1COc1ccc(/C=C2\NC(=S)NC2=O)cc1 | i | i
Oc1cccc2ccc(/C=C/c3ccc(Br)s3)nc12 | i | i
CC(C)(C)NC(=O)C(c1ccc(F)cc1)N(Cc1ccccc1Cl)C(=O)c1ccn[nH]1 (configuration not stated) | i | i
Cc1ncc(S(=O)(=O)c2ccccc2)c(-c2ccc(Cl)cc2Cl)n1 | i | i
Cc1cccc(C(=O)NC2CCN(CC(=O)NCc3cccs3)CC2)c1 | i | i
O=C(c1cc(COc2ccc(F)cc2Cl)on1)N1CCCCCC1 | i | i
CC(C)(C)C(=O)CCN1C(=O)C2(OCCO2)c2ccccc21 | i | i
COc1ccc(NC(=S)NCC2CCCO2)c(OC)c1 (configuration not stated) | i | i
O=C1NC(c2cccc(Cl)c2)Oc2ccccc21 (configuration not stated) | i | i
CCn1cc(C(=O)N2CCN(C3CCCCC3)CC2)c2cc(OC)c(OC)cc2c1=O | i | i
COc1ccc2c(c1OC)C(=O)N(c1ccc(F)cc1)C2 | i | i
CC(C)C[C@H](NC(=O)N1c2ccccc2NC(=O)[C@@H]1C(C)C)C(=O)N1CCC[C@@H]1C(=O)O | i | i
COc1ccccc1OCc1ccc(C(=O)Nc2ccc(Cl)cn2)o1 | i | i

Copied from the listing (3 entries):
SMILES | CHT allo act | CHT inh
COc1ccc2c(c1OC)C(=O)N(c1ccc(F)cc1)C2 | i | i
CC(C)C[C@H](NC(=O)N1c2ccccc2NC(=O)[C@@H]1C(C)C)C(=O)N1CCC[C@@H]1C(=O)O | i | i
COc1ccccc1OCc1ccc(C(=O)Nc2ccc(Cl)cn2)o1 | i | i

Following part
SMILES | CHT allo act | CHT inh
Cc1nc2ncnn2c(C)c1CCC(=O)N1CC(C)CC(C)C1 (configuration not stated) | i | i
Cc1ccc(S(=O)(=O)Nc2ccc(Cl)cc2)cc1NC(=O)c1cc2c(s1)CCCC2 | i | i
CC(C)c1nc(CNC(=O)CC2C(=O)NCCN2Cc2ccc(F)cc2Cl)cs1 (configuration not stated) | i | i
O=C(C/C=N/OCc1ccc(Cl)cc1Cl)c1ccc(Cl)cc1 | i | i
Cc1c(C2OC(=O)C3(CCCCC3)C(=O)C2(C)C)c(=O)n(-c2ccccc2)n1C (configuration not stated) | i | i
O=C(CSc1nnnn1C1CCCC1)N1CCOCC1 | i | i
CCOC(=O)c1sc(=S)n(CC)c1NC(=O)C1CC1 | i | -6.1*
Cc1ccc(-n2nc3c(=O)n(CC(=O)NCCc4ccccc4C)nc(C)c3c2C)cc1 | i | i
O=C(Cc1ccccc1)NNc1c2ccccc2nc2ccccc12 | i | i
Fc1ccc(C(c2nnnn2C2CCCCC2)N2CCCC2)cc1 (configuration not stated) | i | i
CCC(=O)Nc1c(OC(=O)CC)ccc2c(C)cc(=O)oc12 | i | i
Cc1cccc(C2c3[nH]c4ccccc4c3CCN2C(=O)c2ocnc2C)n1 (configuration not stated) | i | i
O=C1[C@H](CC[C@H](O)c2ccc(F)cc2)[C@@H](c2ccc(O)cc2)N1c1ccc(F)cc1 | i | i
CC1(C)CC2(CC(c3ccccc3F)c3cc(Cl)c(O)cc3O2)NC(=S)N1 (configuration not stated) | i | i
O=C(NC(Cc1c[nH]c2ccccc12)c1nnc2n1CCCCC2)c1ccccc1 (configuration not stated) | i | i
CCOc1ccc(C)cc1S(=O)(=O)NC1CCCCC1 | i | i
CCSc1nc2ccccc2n1CCOc1ccccc1 | i | i
CCOc1nc(NC2CCCCC2)nc(NC(C)(C)C)n1 | i | i
Cc1ccc(NC(=O)C(C)c2ccc(-c3ccccc3)c(F)c2)cc1 (configuration not stated) | i | i
COc1cccc(CN2CC(C(=O)NCCCc3ccncc3)CCC2=O)c1 (configuration not stated) | i | i

Full records as entered above. Values in the order: CHT allo act, CHT inh
CCC(=O)Nc1c(OC(=O)CC)ccc2c(C)cc(=O)oc12 as listed: i, i
O=C(CSCc1cccc(Br)c1)N=Nc1c(O)[nH]c2ccccc12 as listed: i, i
Cc1ccc(OC(=O)C2c3ccccc3Oc3ccccc32)cc1C as listed: i, i
Cc1noc(C)c1C(=O)OCC(=O)N(C)C1CCS(=O)(=O)C1 (configuration not stated) as listed: i, i

4 compounds already listed, sorted by molar mass, lowest first:
SMILES | CHT allo act | CHT inh
CCSc1nc2ccccc2n1CCOc1ccccc1 | i | i
CCC(=O)Nc1c(OC(=O)CC)ccc2c(C)cc(=O)oc12 | i | i
Cc1ccc(NC(=O)C(C)c2ccc(-c3ccccc3)c(F)c2)cc1 (configuration not stated) | i | i
CCS(=O)(=O)c1ccc2oc(SCC(=O)NCCc3ccc(OC)cc3)nc2c1 | i | i

(next part)
SMILES | CHT allo act | CHT inh
COc1ccc([N+](=O)[O-])cc1C(=O)C(=O)c1ccccc1 | i | i
CCO[C@@H]1OC(C(=O)Nc2ccccc2)=C[C@H](c2csc3ccccc23)[C@H]1CCCO | i | i
COc1ccccc1OCCCC(=O)Nc1ccc(N2CCOCC2)cc1 | i | i
CCC(=O)NC(=S)NNC(=O)c1ccc(OC)cc1 | i | i
CC(C)(C)c1cc(=O)n(-c2ccccc2)[nH]1 | i | i
Cc1ccc(-n2nnnc2SCC(=O)Nc2cccnc2Cl)cc1 | i | i
O=C(N/N=C/c1ccccc1C(=O)O)c1ccccc1Br | i | i
CCn1c(SCC(=O)N2CCCCC2C)nc2c1c(=O)n(C)c(=O)n2C (configuration not stated) | i | i
O=C(O)Cn1c2c(c3ccccc31)CCCC2 | i | i
CN(C)S(=O)(=O)c1ccc(NC(=O)COC(=O)c2n[nH]c3ccccc23)cc1 | i | i
Cc1cccn2c(=O)c3cc(C(=O)NC(C)c4ccccc4)c(=N)n(CCCn4ccnc4)c3nc12 (configuration not stated) | i | i
COc1cc(NC(=O)CCn2c(=O)oc3ccccc32)cc(OC)c1OC | i | i
Fc1ccccc1OCCSc1nnnn1-c1ccccc1 | i | i
COc1cccc(O)c1CN1CCC(Oc2ccc(C(=O)NCc3ccccn3)cc2)CC1 | i | i
CCC(Sc1nc(C)cc(=O)[nH]1)C(=O)Nc1ccc(Cl)cn1 (configuration not stated) | i | i
CN(c1ccccc1)S(=O)(=O)c1ccc(C(=O)Nc2nnc(C3CC3)s2)cc1 | i | i
Cc1ccc(C)n1-c1ccc(C(=O)NCc2ccncc2)cc1 | i | i
O=C(Nc1ccon1)c1ccc(Br)o1 | i | i
COC(=O)C(Cc1ccccc1)NC(=O)c1cccc(S(=O)(=O)N(C)C)c1 (configuration not stated) | i | i
COc1ccccc1NC(=O)CSc1nc2c(oc3ccccc32)c(=O)n1C | i | i
CCCNC(=O)CSc1nccn1Cc1ccco1 | i | i
CCn1c(-c2ccco2)n[nH]c1=S | i | i
COC(=O)/C(=C1/Oc2ccc(C)cc2S1)C(F)(F)F | i | i
Cc1cc(C)nc(N(C#N)Cc2cccc([N+](=O)[O-])c2)n1 | i | i
COCCn1c(-c2ccc(C)cc2)nc2oc3cc(OC)ccc3c(=O)c2c1=O | i | i
CN(Cc1ccccc1)S(=O)(=O)c1ccc(OCC(=O)N2CCOCC2)cc1 | i | i
